Source: PubChem BioAssay
CIT2 TOR yeast = yeast TOR pathway CIT2-GFP modulation | S. cerevisiae CIT2-GFP strain, flow cytometry, 3 h; 100 means same as DMSO wells | GFP response vs DMSO, % at 10 µM | AID 2029 | 320,000 compounds, 0.065% hits;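 active = GFP response relative to DMSO above a set limit, near the screen mean plus 3 SD, cut at about 150% in these data; inconclusive = Fewer than 70 cells measured for a yeast strain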;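 note: ratio of well median GFP fluorescence to mean of DMSO wells on the plate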
Yeast superoxide = caloric restriction mimetics inhibiting age-related superoxide in yeast; superoxide response (% of plate mean), % at 10 µM; S. cerevisiae aged cells, superoxide DHE fluorescence; active compounds read low; 330,000 compounds, 0.18% hits; AID 2690;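 active = superoxide response under a set limit, about three screen SD below normal, cut at about 65% in these data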;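 note: yeast aged for seven days with compound at 30 °C before DHE staining; 100% = average MFI of all compound-treated wells on the plate with controls excluded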
MEX-5 binding = C. elegans MEX-5 TCR-2 RNA binding activity. MEX-5/FITC-TCR2 RNA binding, fluorescence polarization; active compounds read low. activity score (negative = inhibition of binding), % at 10 µM. Q9XUB2. 300,000 compounds, 0.38% hits;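 active = inhibition past about -25% in most replicates, and total fluorescence under double the plate's negative control median, limit read from the data; inconclusive = replicates evenly split on the limit, or fluorescence at least double controls; inactive = too little inhibition in most replicates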;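 note: 0% = DMSO and -100% = 5 µM competing unlabeled TCR2 RNA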
GRK2 inh = human GRK2 inhibition via aptamer displacement; P25098; 330,000 compounds, 0.59% hits; inhibition of aptamer binding, % at 10 µM; bead flow cytometry, FAM-aptamer displacement from GRK2;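 active = inhibition of aptamer binding above 40%, roughly 3 SD of noise, on plates passing a quality check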;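 note: median bead fluorescence of bound FAM aptamer so fluorescent compounds give negative values; no value below 0 was filed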
Target sequence (P25098 whole entry, looked up): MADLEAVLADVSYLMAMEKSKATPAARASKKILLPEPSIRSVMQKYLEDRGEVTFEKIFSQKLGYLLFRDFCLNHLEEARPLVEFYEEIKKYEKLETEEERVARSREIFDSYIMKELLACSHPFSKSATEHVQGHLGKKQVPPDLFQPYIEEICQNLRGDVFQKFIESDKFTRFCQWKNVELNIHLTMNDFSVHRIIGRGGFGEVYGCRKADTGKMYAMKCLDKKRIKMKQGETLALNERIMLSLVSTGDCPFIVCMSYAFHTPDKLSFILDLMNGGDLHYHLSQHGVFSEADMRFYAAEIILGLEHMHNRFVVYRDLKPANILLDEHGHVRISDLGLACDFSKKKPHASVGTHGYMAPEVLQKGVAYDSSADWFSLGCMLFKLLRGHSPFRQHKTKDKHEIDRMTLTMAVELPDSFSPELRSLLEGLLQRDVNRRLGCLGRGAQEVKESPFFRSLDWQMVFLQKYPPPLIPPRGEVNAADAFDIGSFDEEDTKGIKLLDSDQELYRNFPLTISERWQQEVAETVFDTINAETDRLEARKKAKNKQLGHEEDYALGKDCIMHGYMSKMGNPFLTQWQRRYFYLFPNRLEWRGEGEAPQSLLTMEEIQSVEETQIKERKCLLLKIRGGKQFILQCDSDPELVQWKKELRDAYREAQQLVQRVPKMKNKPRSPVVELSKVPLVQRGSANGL
MCL1 BIM primary = MCL1-BIM-BH3 interaction inhibition (human). Q07820. inhibition, % at 10.9 µM. 320,000 compounds, 0.68% hits. AID 2057. GST-MCL1 / FITC-Bim-BH3 fluorescence polarization;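 active = inhibition above the mean inhibition of all tested compounds plus 3 SD, set per campaign, cut at about 40% in these data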;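 note: 0% = DMSO wells and 100% = unlabeled Bim-BH3 peptide control; higher means more loss of mP so more displacement of Bim peptide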
AGP1-GFP MLPCN = alters AGP1-GFP fluorescence in TOR pathway yeast screen; S. cerevisiae AGP1-GFP multiplex flow cytometry, 3 h; GFP as percent of DMSO wells; GFP response vs DMSO, % at 10 µM; 320,000 compounds, 0.02% hits; AID 2066;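 active = GFP response relative to DMSO above a set limit, near screen average plus 3 SD, cut at about 150% in these data; inconclusive = fewer than 70 cells counted for the yeast strain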;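 note: median GFP channel fluorescence of the gated AGP1 strain per well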
Bcl-xL primary = Bcl-xL (human) inhibition | Q07817 | GST-Bcl-xL / FITC-Bim BH3 peptide fluorescence polarization | inhibition, % at 10.9 µM | 320,000 compounds, 0.7% hits;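 active = inhibition above the mean of all tested compounds plus 3 SD, cutoff set per campaign, cut at about 30% in these data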;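 note: 0% = DMSO wells and 100% = unlabeled Bim-BH3 peptide competitor; inhibitors lower millipolarization by displacing the labeled peptide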
Target sequence (Q07817 whole entry, looked up): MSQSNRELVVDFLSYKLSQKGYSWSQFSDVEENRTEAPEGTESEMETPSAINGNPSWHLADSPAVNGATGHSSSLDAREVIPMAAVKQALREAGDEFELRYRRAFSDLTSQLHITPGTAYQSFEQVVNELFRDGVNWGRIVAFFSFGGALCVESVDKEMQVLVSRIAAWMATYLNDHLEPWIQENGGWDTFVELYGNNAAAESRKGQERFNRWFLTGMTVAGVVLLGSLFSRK
GLD-1 TGE inh = GLD-1-TGE RNA interaction inhibition (C. elegans). Q17339. purified GLD-1 + fluorescein TGE RNA, fluorescence polarization. inhibition, % at 5.96 µM. 320,000 compounds, 0.44% hits;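 active = percent inhibition above a per-plate cutoff, the plate mean of test compounds plus 3 SD, cut at about 30% in these data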;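 note: 0% = DMSO wells with GLD-1 and probe and 100% = wells lacking GLD-1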
VLA-4 inh = inhibition in a human VLA-4 binding assay; 330,000 compounds, 0.2% hits; VLA-4 expressing cells, ligand binding flow cytometry; inhibition, % (about 7 µM as worked out from the volumes in the protocol); in the data active = inhibition above about 50%
Active calls of the source: *; ? = inconclusive; / = not tested or not shown; [ ] = another dose, or the depositor's remark. An unsorted share of the library. Share with any hit: about 2.1%.

SMILES | CIT2 TOR yeast | Yeast superoxide | MEX-5 binding | GRK2 inh | MCL1 BIM primary | AGP1-GFP MLPCN | Bcl-xL primary | GLD-1 TGE inh | VLA-4 inh
Cc1ccc(NC(=O)COC(=O)CNC(=O)c2ccc3ccccc3c2)c([N+](=O)[O-])c1 | 96 | 104 | -0.2 | 1 | 3 | 91 | -4 | 7 | 3
COCCNC(=O)C(NC(=O)C1CCCCC1)C(C)C (stereo not given) | 86 | 91 | -0.7 | 1 | -1 | 101 | 2 | 5 | 0
CSc1ccccc1NC(=O)CN(C)C(=O)c1ccc2c(c1)OCCO2 | 87 | 105 | -0.2 | 5 | -26 | 90 | -12 | -2 | -1
Cc1nn(C)c(C)c1S(=O)(=O)NC1CCCC1 | 106 | 110 | -2.9 | 2 | -10 | 97 | 3 | 2 | 0
CCn1c(=O)n(CC)c2cc(N3CCCC3)c(NC(=O)c3ccccc3)cc21 | 103 | 106 | 0.6 | 0 | 10 | 105 | 3 | -7 | 20
Cc1cc(Br)ccc1SCC(=O)NCC(c1ccco1)N1CCCCC1 (stereo not given) | 107 | 72 | 0.7 | 0 | 8 | 108 | 2 | 2 | 5
O=C(Nc1cccc(S(=O)(=O)N2CCCCC2)c1)c1cc2ccccc2o1 | 91 | 140 | / | 1 | 5 | 90 | 2 | 0 | -283
CCOc1ccc(NC(=O)CCC(=O)N/N=C/c2ccc([N+](=O)[O-])s2)cc1 | 106 | 123 | -1.3 | 0 | 1 | 95 | -1 | 5 | 1
CC(C)(C)OC(=O)NCCCCCNC(=O)c1[nH]cnc1C(=O)Nc1ccccc1 | 96 | 96 | / | 0 | 11 | 98 | 4 | 3 | 6
Cc1cccc(C)c1NC(=O)C(c1ccc(Cl)cc1Cl)N1CCCCC1 (stereo not given) | 106 | 93 | 1.1 | 0 | 8 | 109 | 2 | 0 | -7
CN(C(=O)C1CCN(S(=O)(=O)c2ccccc2[N+](=O)[O-])CC1)C1CCCCC1 | 114 | 104 | / | 0 | / | 106 | / | 3 | 5
Cc1ccc(-c2nc3ncccn3c2Nc2ccccc2C)o1 | 105 | 90 | -4.0 | 1 | 9 | 104 | 5 | 0 | 0
CCCCCCn1c(SCC(=O)Nc2cc(C)on2)nc2ccccc2c1=O | 97 | 86 | -1.0 | 0 | 2 | 96 | -2 | -1 | 10
CCOc1cccc(-c2nnc3n2N=C(c2cc(OC)ccc2OC)CS3)c1 | 83 | 115 | 0.1 | 0 | -2 | 92 | 3 | 4 | -7
O=C(Nc1ccc(N2CCOCC2)c([N+](=O)[O-])c1)c1ccco1 | / | 83 | 1.9 | 2 | 4 | 89 | 6 | 0 | 7
Cc1cccc(NC(=O)CSc2nc3c([nH]c4ccccc43)c(=O)n2C)c1 | 101 | 122 | -4.6 | 0 | 3 | 98 | 1 | 1 | 9
COc1cc([N+](=O)[O-])ccc1NC(=O)C[n+]1cccc(C(C)=O)c1 | 106 | 117 | 3.4 | 0 | 10 | 102 | 10 | 3 | -37
CCOc1cc(NS(=O)(=O)c2ccc(OC)cc2)c(OCC)cc1NC(=O)c1ccco1 | 94 | 88 | 3.7 | 1 | 2 | 97 | 6 | 3 | 3
COc1cccc(-n2cc(-c3ccc(F)cc3)[nH]c2=S)c1 | 87 | 93 | 9.5 | 3 | 4 | 91 | 3 | -5 | -9
CCCCOc1ccc(C(=O)N/C(=C/C=C/c2ccccc2)C(=O)NC)cc1 | 103 | 93 | 0.7 | 6 | -9 | 98 | -1 | -12 | 16
CCc1ccc(-c2cc(C(=O)NCCCn3ccnc3)c3ccccc3n2)s1 | 90 | 91 | 5.2 | 0 | -3 | 99 | 0 | -7 | 2
COC(=O)C1=C(C)N(Cc2ccco2)C(=O)N[C@@H]1c1cccc(C(F)(F)F)c1 | 67 | 107 | -0.9 | 1 | 2 | 81 | -6 | 6 | 16
O=C(O)C1CCC(NSc2ccccc2[N+](=O)[O-])CC1 (stereo not given) | 96 | 85 | -0.8 | 3 | 7 | 90 | 3 | 4 | 3
O=C(c1nc(-c2ccccc2)n(-c2ccccc2)n1)N1CCN(S(=O)(=O)c2ccccc2)CC1 | 93 | 94 | 0.9 | 1 | -1 | / | -2 | 5 | 8
Cc1cccc(NC(=O)c2cc(-c3cc(C)ccc3O)n[nH]2)c1 | 95 | 99 | -7.0 | 0 | 0 | 91 | 2 | -6 | -5
CCC1CCCCN1CCCNC(=O)Cn1ncc2c([nH]c3ccc(C)cc32)c1=O (stereo not given) | 98 | 88 | 1.7 | 0 | 6 | 95 | 4 | -8 | 5
C=CCc1cccc([C@@H]2[C@@H](C)CC[C@H]3C(=O)N4[C@@H](c5cc(OC)c(OC)c(OC)c5)c5[nH]c6ccccc6c5C[C@H]4C(=O)N23)c1 | / | / | -1.0 | / | 4 | / | 6 | 9 | /
CCOC(=O)C1CCCN(c2c(NCCN3CCCCC3C)c(=O)c2=O)C1 (stereo not given) | 94 | 92 | -0.6 | 0 | 1 | 101 | 5 | 0 | -1
O=C(Nc1ccc(F)c(Cl)c1)Nc1csc2ccccc12 | 81 | 93 | -1.8 | / | 2 | 102 | -1 | 4 | 3
COC(=O)c1oc2ccc(Cl)cc2c1NC(C)=O | 97 | 80 | 3.0 | 1 | -4 | 99 | 4 | 3 | 28
CCOc1cc(/C=N\NC(=O)Cn2nnc3ccccc32)ccc1O | 107 | 96 | -1.8 | 0 | -4 | 93 | 6 | 10 | -11
COc1ccc(-c2nnc(SCC(=O)c3cccs3)o2)c(OC)c1 | 87 | 95 | 1.9 | 1 | 1 | 89 | 2 | 3 | 7
Cc1ccc2c(c1C)NC(=O)CC(c1ccccc1O)=N2 | 99 | 89 | -3.5 | 0 | 1 | 107 | 5 | 5 | 3
CCOc1ccc(/C(CCC(=O)O)=N/NC(=O)c2cccc(S(=O)(=O)Nc3ccccc3OC)c2)cc1 | 114 | 77 | / | 2 | / | 98 | / | 1 | 1
COc1ccc(N2CCN(CC(=O)Nc3cc(C)cc(C)c3)CC2)cc1 | 112 | 98 | -2.6 | 0 | 0 | 102 | 6 | -1 | -1
COc1ccc(CN2CN(C3CCCC3)CSC2=S)cc1 | 97 | 118 | 0.3 | 5 | 6 | 102 | 7 | -1 | 34
COc1ccc(CCNc2ccc(C)cc2)cc1 | 102 | 112 | 0.6 | 0 | 12 | 105 | 5 | 0 | 11
Cc1cc2c(=O)[nH]c(Cc3ccccc3)nc2s1 | 97 | 79 | -0.2 | 0 | 0 | 100 | 1 | -1 | -29
COc1cccc(-c2nc(CS(=O)(=O)CC(=O)N3CCOCC3)c(C)o2)c1 | 105 | 103 | 2.3 | 0 | -2 | 102 | -2 | 2 | 19
O=[N+]([O-])c1cc([N+](=O)[O-])c2c(=Nc3ccccc3)n(-c3ccccc3)n(O)c2c1 | 93 | 100 | -1.9 | 8 | 8 | 93 | 13 | -1 | -16
COc1ccc(NC(=O)CN2C(=O)/C(=C3\SC(=S)N(CCC(=O)O)C3=O)c3ccccc32)cc1 | 113 | / | -2.9 | 0 | 26 | 95 | 16 | 10 | -3
COc1ccc(NC(=O)CN(C)C(=O)C(CCSC)NC(=O)c2ccccc2)cc1 (stereo not given) | 98 | 107 | 0.2 | 0 | 5 | 100 | 5 | 4 | -6
COc1ccc(C(C)=O)c(Oc2ccc(S(=O)(=O)N3CCOCC3)cn2)c1 | 96 | 87 | / | 0 | 1 | 105 | 1 | 1 | -27
Cc1cccc(NC(=O)[C@@H]2CCCN2C(=O)OC(C)(C)C)c1 | 111 | 84 | 0.7 | 0 | 2 | 103 | 3 | 3 | 20
CCSc1ccc2nnc(-c3cccs3)n2n1 | 102 | 105 | 0.4 | 0 | -8 | 107 | -8 | 4 | 6
O=[N+]([O-])c1ccc(-n2nnnc2CN2CCOCC2)cc1 | 100 | 106 | -1.9 | 0 | -1 | / | -1 | 0 | -2
Cc1nc2oc3ccccc3c(=O)c2cc1C(=O)O | 108 | 101 | -3.4 | 0 | 7 | 106 | 9 | 7 | -1
COc1ccc(-c2nc(C#N)c(NC(C)C)o2)cc1 | 95 | 88 | 1.0 | 1 | 3 | 87 | 0 | 2 | 19
O=C(NCc1ccccn1)C1CCN(Cc2cccc(OCc3ccccc3)c2)CC1 | 98 | 110 | -0.2 | 0 | 6 | 95 | -1 | 0 | 22
O=C(CNc1ccc(F)cc1Cl)Nc1cccc(S(=O)(=O)N2CCCCC2)c1 | 97 | 109 | / | 0 | 6 | 94 | -5 | 7 | 2
CCC(OCC(O)CN1CCN(CCN2C(=O)c3cccc4cccc(c34)C2=O)CC1)c1ccccc1 (stereo not given) | / | 95 | -0.6 | 0 | 6 | / | 4 | 1 | 36
COc1ccccc1N(C)S(=O)(=O)c1ccc(C(=O)OCC(=O)N(C(C)C)C(C)C)cc1 | 93 | 96 | 1.4 | 0 | 2 | 89 | 9 | 2 | 1
Cn1cnnc1SCC(=O)NNC(=O)COc1ccc(Br)cc1 | ? | 121 | 18 | 0 | 5 | 17[may fluoresce violet] | 6 | -13 | 1
Cc1ncc(C[n+]2csc(C)c2C)c(N)n1 | 101 | 90 | 2.7 | 0 | 0 | 107 | 3 | -3 | 13
Cc1ccc(C(=O)COC(=O)CCc2nc3ccccc3[nH]c2=O)cc1C | 100 | 97 | 3.4 | 0 | 7 | 113 | 5 | 8 | -4
Cc1cc2nc(C(F)(F)F)[nH]c(=O)n2n1 | 108 | 104 | -1.1 | 0 | 4 | 105 | 7 | 8 | 5
O=C(O)c1cccc(Cn2cc(Cl)cn2)c1 | 95 | 98 | -1.2 | 2 | 1 | 101 | 1 | 9 | -2
O=C(COc1ccccc1)NNC(=O)c1cc2ccccc2o1 | 94 | 101 | 0.9 | 1 | 8 | 100 | 5 | 1 | 9
CN(C(=O)CC1C(=O)NCCN1Cc1ccc(F)cc1)C1CCOCC1 (stereo not given) | 96 | 99 | -2.4 | 0 | 12 | 101 | 8 | 8 | -2
COC(=O)c1cc(OC)c(OC)cc1NC(=S)N1CCN(c2ccccc2)CC1 | 102 | 91 | -0.4 | 0 | 6 | 101 | 0 | -1 | 4
(list continues)
SMILES | CIT2 TOR yeast | Yeast superoxide | MEX-5 binding | GRK2 inh | MCL1 BIM primary | AGP1-GFP MLPCN | Bcl-xL primary | GLD-1 TGE inh | VLA-4 inh
CCC(CC)CN1CCN=C1Nc1ccccc1 | 100 | 96 | / | 4 | -2 | 103 | 1 | 2 | 41
Cc1ccc2cc(C(c3nnnn3Cc3ccccc3)N3CCc4ccccc43)c(=O)[nH]c2c1 (stereo not given) | 90 | 106 | 2.2 | 1 | 12 | 102 | 11 | 7 | -1
Cc1ccccc1NS(=O)(=O)c1ccc(C(=O)NCC(C)(C)N2CCOCC2)cc1 | 108 | 89 | -0.8 | 2 | -2 | 112 | 5 | 0 | 1
Cn1nc(-c2ccccc2)c(CO)c1Sc1ccccc1 | 96 | 95 | 2.9 | 0 | -1 | 103 | 2 | -3 | -2
CN1/C(=C/C=C(/C#N)C(N)=O)C(C)(C)c2ccccc21 | 98 | 96 | 9.1 | 0 | -47 | 108 | -24 | -44 | 1
